OX1R antag-1 – blocks the human orexin 1 receptor; O43613; inhibition, % at 5 µM; CHO/OX1R cells, Fluo-8 calcium fluorescence, orexin A; 330,000 tested, 0.43% active; AID 434989;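 active = inhibition above its plate's threshold, mean inhibition of all tested compounds on the plate plus 3 SD, cut at about 37% in these data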;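 also: 0% = orexin A challenge wells and 100% = SB-334867-A antagonist wells; not every result past the cut was called active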
Target sequence (O43613 whole entry, looked up): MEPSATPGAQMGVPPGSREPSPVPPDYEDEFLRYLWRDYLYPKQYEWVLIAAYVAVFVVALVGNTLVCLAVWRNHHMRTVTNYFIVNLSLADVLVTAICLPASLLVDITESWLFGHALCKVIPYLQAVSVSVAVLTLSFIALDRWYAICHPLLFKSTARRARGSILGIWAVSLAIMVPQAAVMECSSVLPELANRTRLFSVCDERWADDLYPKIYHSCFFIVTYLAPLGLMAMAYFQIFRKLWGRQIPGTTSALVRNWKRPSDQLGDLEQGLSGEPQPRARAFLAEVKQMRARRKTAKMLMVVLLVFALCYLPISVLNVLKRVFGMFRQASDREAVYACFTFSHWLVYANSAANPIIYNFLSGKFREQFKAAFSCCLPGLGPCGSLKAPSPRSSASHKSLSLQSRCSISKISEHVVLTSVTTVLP
OX1R antag-2 – antagonists of human orexin 1 receptor (OX1R); AID 485270; inhibition, % at 6.6 µM; 330,000 tested, 1.8% active; OX1R-expressing cells, FRET antagonist read-out; O43613; in the data active = inhibition mostly above about 38%, no sharp cut-off; inactive = mostly below about 40%;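 also: 0% = agonist challenge alone and 100% = reference antagonist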
Numbers without * were called inactive.

SMILES | OX1R antag-1 | OX1R antag-2
COCCN(Cc1cc2cc3c(cc2n2nnnc12)OCO3)C(=O)c1ccccc1F | -34 | 8
CCCn1c2ccccc2c2cn[nH]c(=O)c21 | -25 | 8
COc1ccccc1NC(=O)Nc1nc(CC(=O)Nc2ccc(F)cc2)cs1 | -19 | 23
COC(=O)c1ccccc1S(=O)(=O)N1CCC(C(=O)OCc2ccc([N+](=O)[O-])cc2)CC1 | -6 | 18
Nc1ccc(Cc2ccccn2)cc1 | -9 | 21
COc1cccc(CNCC(O)COc2ccc(C(=O)c3ccccc3)cc2)c1 (configuration not stated) | -26 | 4
c1ccc2c3c([nH]c2c1)C1(CCCCC1)NCC3 | -9 | 14
Nn1cnnc1N/N=C/c1cc([N+](=O)[O-])c(Cl)cc1Cl | -3 | 47
Cc1ccc(C(=O)OCC(=O)c2c[nH]c3ccccc23)cc1 | -12 | 10
Cc1ccc(S(=O)(=O)NNC(=O)c2ccncc2)cc1 | -4 | 7
Cc1cccc(Oc2nc(CN3CCOCC3)nc3sc4c(c23)CCCC4)c1 | -16 | 20
CN(C(=O)c1coc(=O)c2ccccc12)c1ccc(Br)cc1 | -17 | 12
CN1Cc2cc(C(=O)c3cc(Cl)cc(CSc4ncccn4)c3O)cnc2NC1=O | -17 | 12
CCCCC(=O)Nc1ncc([N+](=O)[O-])s1 | -13 | 48
COC(=O)CCn1nnc(-c2ccc(C)cc2)n1 | 4 | 15
CCn1nc(C(=O)Nc2ccccc2N2CCCC2)c2ccccc2c1=O | -42 | 6
CCOc1ccc(S(=O)(=O)N(CC(=O)NCc2ccncc2)c2ccc(C)cc2)cc1 | -51 | 10
N/C(=N\OC(=O)COc1ccc2ccccc2c1)c1cccnc1 | 4 | 25
COc1ccc(OCC(=O)O/N=C(\N)Cc2ccc(Cl)cc2Cl)cc1 | -24 | 10
Cc1ccn2cc(C(=O)Nc3ccccc3N3CCOCC3)nc2c1 | -26 | 18
CSc1nnc(-c2nnc(SC)n2-c2ccccc2)n1-c1ccccc1 | -24 | 4
CC1CN(C(=O)COC(=O)c2cccc(NS(=O)(=O)c3ccccc3)c2)CC(C)O1 (configuration not stated) | -26 | 20
C=C(C)Cn1c(N2CCC(Cc3ccccc3)CC2)nc2c1c(=O)[nH]c(=O)n2C | -39 | 24
CC(=O)Nc1cc(S(=O)(=O)C(F)(F)F)ccc1Cl | 2 | 10
C1=C(c2ccco2)N2CCN=C2S1 | -28 | -12
COC(=O)c1cccc(N2CCCC2=O)c1 | -5 | 8
O=C(Nc1ccc(S(=O)(=O)NC2=NCCCCC2)cc1)c1ccc(=O)[nH]c1 | -10 | 12
COc1ccc(CNc2nc3nc(C)cc(C)n3n2)cc1OC | -14 | 10
CCCCC1=CC2=CC(=O)C(C)(OC(=O)CCC(=O)OC)C(=O)C2=CO1 (configuration not stated) | 4 | 13
COc1ccc(Cc2cc(NCc3ccccc3)c3ncn(C(C)C)c3c2)cc1 | -46 | 9

Full records as entered above. Order of values: OX1R antag-1 | OX1R antag-2
CCOc1ccc(S(=O)(=O)N(CC(=O)NCc2ccncc2)c2ccc(C)cc2)cc1 reads -51 | 10
Cc1ccn2cc(C(=O)Nc3ccccc3N3CCOCC3)nc2c1 reads -26 | 18
C=C(C)Cn1c(N2CCC(Cc3ccccc3)CC2)nc2c1c(=O)[nH]c(=O)n2C reads -39 | 24

The results go on.
SMILES | OX1R antag-1 | OX1R antag-2
CCc1ccc2c(c1)cc(CN(C(=S)Nc1ccccc1Cl)C1CC1)c1nnnn12 | -23 | 13
N=c1c(S(=O)(=O)c2ccccc2)cc2c(=O)n3ccccc3nc2n1C1CCCC1 | -30 | 27
O=C(CN(Cc1cccs1)C(=O)CN1C(=O)COc2ccccc21)NCc1ccco1 | -24 | 11
O=C(COC(=O)C1CCN(c2ccc(C(F)(F)F)cn2)CC1)NCc1ccc(Cl)cc1Cl | -18 | 5
CCc1[nH]c(C(=O)O)c(C)c1C(=O)OC | -2 | 14
N#CC1(NC(=O)COC(=O)c2cc([N+](=O)[O-])ccc2N2CCOCC2)CCCCC1 | -18 | 52*
CC(=O)Nc1ccc(NC(=O)C(C)OC(=O)CCC2CCCCC2)cc1 (configuration not stated) | -20 | 7
O=C(COc1ccc2c(C(F)(F)F)cc(=O)oc2c1)Nc1ccc(N2CCOCC2)cc1 | -5 | 15
COC(=O)c1sccc1NC(=O)c1ccc(OC)c(OC)c1 | -39 | 45
Nc1nc2ccccc2cc1-c1cccs1 | -44 | 2
Cc1ccc(CN2CCN(/N=C/c3ccc(Cl)c([N+](=O)[O-])c3)CC2)cc1 | -18 | 16
Cc1ccc2c(c1)C(c1ccccc1)N(C(=O)c1c(F)cccc1Cl)CC(=O)N2 (configuration not stated) | -35 | 7
COc1cc(C)nn1-c1ccc(Cl)cc1 | -5 | 17
Cc1ccccc1Nc1c([N+](=O)[O-])ccc2nonc12 | -13 | 9
CC(C)(C)C(=O)Nc1cccc(-c2ncon2)c1 | -13 | 2

Structures above with a thiophene ring, fused or not, in the order listed:
SMILES | OX1R antag-1 | OX1R antag-2
Cc1cccc(Oc2nc(CN3CCOCC3)nc3sc4c(c23)CCCC4)c1 | -16 | 20
O=C(CN(Cc1cccs1)C(=O)CN1C(=O)COc2ccccc21)NCc1ccco1 | -24 | 11
COC(=O)c1sccc1NC(=O)c1ccc(OC)c(OC)c1 | -39 | 45
Nc1nc2ccccc2cc1-c1cccs1 | -44 | 2

Remaining list, next part
SMILES | OX1R antag-1 | OX1R antag-2
COC(=O)Cn1c(=O)c2c(nc(Br)n2CC(=O)OC)n(C)c1=O | -14 | 15
CCCCN1C(=O)c2ccc(C(=O)NCCN3C(=O)S/C(=C\c4cccnc4)C3=O)cc2C1=O | -27 | 10
Cc1ccc(C(=O)N[C@H](C(=O)N2CCN(c3ccccc3F)CC2)C(C)C)cc1 | -35 | 25
Nc1nnc(SCC(=O)Nc2ccccc2)s1 | -2 | 2
COc1ccc(/C=C2\SC(=O)N(CCc3nnc(N)s3)C2=O)cc1 | 1 | 35
O=C(COc1ccc(Br)cc1)NNC(=S)NC(=O)c1ccccc1[N+](=O)[O-] | -6 | 6
COc1ccccc1-n1cnnc1SCC(=O)N1CCN(C(=O)c2ccco2)CC1 | 4 | 14
CCOC(=O)CC1=C(C(=O)OCC)C(c2ccc(OC)cc2OC)C(C#N)=C(N)O1 (configuration not stated) | -16 | 0
NC(=O)COC(=O)c1ccc(S(=O)(=O)N2CCCCCC2)cc1 | -19 | 5
O=C(Nc1ccc2nc3n(c(=O)c2c1)CCCC3)c1ccc(Cl)nc1 | -16 | 4
O=C(CCn1c2c(c3ccccc31)CCCC2)NNC(=O)c1ccccc1C(=O)O | -2 | 16
CCCN1CCc2c(sc(NC(=O)c3ccc(S(=O)(=O)N4CCN(C(=O)OCC)CC4)cc3)c2C(N)=O)C1 | 8 | 17
Cc1ccc(S(=O)(=O)c2ccc(Cl)cc2)cc1S(=O)(=O)N1CCOCC1 | -31 | 3
Cc1ccsc1/C=N/n1c(-c2ccccc2)n[nH]c1=S | -18 | 32
CSc1ccc(C(=O)C2CCCN(C(=O)Cc3nonc3C)C2)cc1 (configuration not stated) | -9 | 17
CCCOc1cccc(C(=O)NCCNC(=O)c2cnccn2)c1 | -19 | 6
Cc1ccc(OCC(=O)OC2CCCN(C)C2)cc1 (configuration not stated) | -10 | 1
Cc1ccc(-c2nnn(CC(=O)NCCc3ccc4c(c3)OCO4)n2)cc1 | 1 | 4
Cc1ccc(-c2csc(NNC(=O)c3ccccc3)n2)cc1 | -22 | 9
COc1ccc(C[C@H]2CN3C(=NC[C@@H]3C(C)C)N2CCNC(=O)c2ccc(C)c(Br)c2)cc1 | 0 | -1
Cc1ccc(S(N)(=O)=O)cc1NC(=O)c1ccc2c3c(cccc13)CC2 | -21 | 8
NC(=O)NC(=O)C(Nc1ccc2c(c1)CCC2)c1ccccc1 (configuration not stated) | -24 | 12
COc1ccccc1N1CCN(C(=S)Nc2ccc(S(=O)(=O)N3CCOCC3)cc2)CC1 | -12 | 34
CCC(C)c1ccccc1NC(=O)COC(=O)c1ccc2[nH]c3c(c2c1)CCCC3 (configuration not stated) | 2 | 60
CCCN1CCN(S(=O)(=O)c2ccc(-c3cc(C)no3)s2)CC1 | -19 | 13
COc1ccc(CCN=C2SCC(=O)N2C)cc1OC | -11 | 37
CC(C)C1=NOC(C(=O)N2CCC(N3CCC(C(=O)N4CCOCC4)CC3)CC2)C1 (configuration not stated) | -9 | 14
COc1ccccc1CNC(=O)[C@H](C)NC(=O)C1CCN(C(=O)[C@H](CCSC)NC(=O)OC(C)(C)C)CC1 | -3 | 11
CCOC(=O)c1nc(Nc2cc(Cl)ccc2OC)c2ccccc2n1 | -35 | -1
Cc1ccc(Nc2nc(N3CCOCC3)nc(N3CCOCC3)n2)cc1C | -22 | 22

Ordered by molecular weight (low to high): some entries from above.
SMILES | OX1R antag-1 | OX1R antag-2
COc1ccccc1NC(=O)Nc1nc(CC(=O)Nc2ccc(F)cc2)cs1 | -19 | 23
Cc1ccc2c(c1)C(c1ccccc1)N(C(=O)c1c(F)cccc1Cl)CC(=O)N2 (configuration not stated) | -35 | 7
CN1Cc2cc(C(=O)c3cc(Cl)cc(CSc4ncccn4)c3O)cnc2NC1=O | -17 | 12

Next part:
SMILES | OX1R antag-1 | OX1R antag-2
COc1ccc(CC(=O)N/N=C/c2cc(Br)cs2)cc1OC | -13 | 8
CCN(CC(=O)NCc1ccc(F)cc1)C(=O)/C=C/c1ccco1 | -21 | 27
COc1ccc(C(=O)C[n+]2ccc(-c3nnc4n3CCCCC4)cc2)cc1 | -9 | 44*
OC1(c2ccc(F)cc2)CCN(Cc2cccnc2)CC1 | -16 | 4
COc1ccccc1NC1=NCC(=O)N1Cc1ccccc1 | -4 | 20
C=CCn1c(SCc2ccc(Br)cc2F)nc2cc(C(=O)O)ccc2c1=O | -12 | 30
CN(C)CCNC(=O)C1CCCNC1=O (configuration not stated) | -8 | 11
O=C(Nc1cccnc1)C1=NN(C2CCS(=O)(=O)C2)C(=O)CC1 (configuration not stated) | -4 | 7
Cc1cc(C)c(S(=O)(=O)Cc2ccccc2)c(=O)[nH]1 | -14 | 6
COC(=O)c1cc(-c2ccc(OC)c(OC)c2)n[nH]1 | 9 | 20
CC(=O)c1ccc(-n2c(SCC(=O)c3c[nH]c4ccccc34)nc3ccccc3c2=O)cc1 | 1 | 10
CCOC(=O)C1CCN(C(=O)c2ccccc2N(C)S(C)(=O)=O)CC1 | -13 | 6
O=C(CCS(=O)(=O)c1cccs1)N1CCN(c2ccc(F)cc2)CC1 | 3 | 5
O=C(Cn1cnc2ccc(Br)cc2c1=O)c1cccs1 | -27 | 29
CN(CCc1ccccn1)C(=O)Nc1ccc(F)cc1 | -15 | 3
c1ccc(Cc2cc[n+](Cc3ccccc3)cc2)cc1 | -7 | 68
CC(C)Cn1c(N2CCN(CC(=O)Nc3ccc(Cl)cc3)CC2)nc2ccccc21 | -10 | 25
CC(Oc1ccc(/C=N/NC(=O)Cc2cccc3ccccc23)cc1)C(=O)O (configuration not stated) | -11 | 5
CC1(C)Cc2cccc(OCC(=O)N3CCN(c4ccccc4F)CC3)c2O1 | -20 | 36
O=C(NCc1cc([N+](=O)[O-])ccc1O)c1cccnc1Sc1ccccc1Cl | -1 | 27
COc1ccc(Cc2nnc(-c3ccccc3)o2)cc1 | -10 | 9
Cc1cccc(-c2noc(-c3ccoc3C)n2)c1 | -2 | 38
CCCCCCCc1c(C)nc(N2CCOCC2)[nH]c1=O | -20 | 1
CCN(C(=O)CSc1nc2ccccc2o1)c1c(N)n(Cc2ccccc2)c(=O)[nH]c1=O | -25 | 25
CCCCCCNS(=O)(=O)c1ccc(Cl)s1 | -6 | 12
Cc1cc(C)n(CC(O)Cn2c3ccc(Cl)cc3c3cc(Cl)ccc32)c(=O)n1 (configuration not stated) | -7 | 14
O=C(C1CCN(Cc2ccc(F)cc2)CC1)N(CCO)Cc1ccccc1 | -25 | 10
Cc1cc(C(=O)N2CCN(C/C=C/c3ccccc3)CC2)no1 | -14 | 14
CN(C)c1ccc(-c2noc(C3CCN(S(=O)(=O)c4cccc(C(=O)O)c4)CC3)n2)cc1 | -8 | 20
O=C(COC(=O)c1ccc([N+](=O)[O-])s1)NCCc1ccccc1 | -10 | 27*
Cc1c(Br)c(=O)oc2c(C)c(O)ccc12 | 2 | 25
COc1ccc(S(=O)(=O)Nc2nc3ccccc3nc2Nc2ccc3c(c2)OCO3)cc1 | -11 | 5
Cc1ccc(NC(=O)c2cncc(Br)c2)cc1S(=O)(=O)N(C)C | -25 | 8
O=C1OCCC1Sc1nnc(-c2ccccc2)o1 (configuration not stated) | -3 | 16
CC(=O)N1CCc2c(sc(NC(=O)C3COc4ccccc4O3)c2C(N)=O)C1 (configuration not stated) | 1 | 7
OC(CN1CCCCC1)Cn1c2ccccc2c2ccccc21 (configuration not stated) | -34 | 1
COC(=O)c1ccc(NC(=O)Nc2ccccc2F)cc1 | -7 | 17
COc1c2c(nc3occc13)C(CCC(C)(C)O)(OC)C(O)CC2 (configuration not stated) | -16 | 9
CC(C)c1nc(SCC(=O)N2CCCC2)c2c(=O)n(C)c(=O)n(C)c2n1 | -11 | 0
CSc1nc2ccc(NS(=O)(=O)c3ccccc3F)cc2s1 | -15 | 25
CCN1CCN(C(=O)/C=C/c2c(F)cccc2Cl)CC1 | -25 | 13
CCOCCCNC(=O)c1ccc(N2CCOCC2)c(NS(=O)(=O)c2ccc(OC)cc2)c1 | -47 | 7
O=C(Cc1cccs1)NNC(=S)NC(=O)c1ccc(F)c(F)c1 | -15 | 14
CC(C(=O)Nc1cccc(S(=O)(=O)N2CCOCC2)c1)N1CCN(C/C=C/c2ccccc2)CC1 (configuration not stated) | -32 | 14
CN(C)c1ccc(/C=N/NC(=O)c2ccccn2)cc1 | -9 | 3
N#C/C(C(=O)N1CCOCC1)=C1\Nc2ccccc2S1 | -7 | 15
CC1(C)CC(=O)C(C=Nc2ccc3cn[nH]c3c2)=C(O)C1 | -8 | 18
CCCCNC(=O)C(C)N(CCN(C)C)C(=O)CCCCCN1C(=O)NC(c2ccc(Cl)cc2)C(C(=O)OCc2ccccc2)=C1C (configuration not stated) | -15 | 8
Cc1cc(C)c(C#N)c(SCCS(=O)(=O)Cc2ccc(Cl)cc2)n1 | -28 | 9

Compound activity as filed in PubChem.
